Assay outcomes from PubChem BioAssay.
ZTA counter = ZTA (EBV) inhibition in EBNA-1 counter-screen. inhibition, % at 11 µM. 320,000 compounds, 0.15% hits. ZTA-DNA binding, fluorescence polarization; in the data active = inhibition above about 33%
Target sequence (P03206 whole entry, looked up): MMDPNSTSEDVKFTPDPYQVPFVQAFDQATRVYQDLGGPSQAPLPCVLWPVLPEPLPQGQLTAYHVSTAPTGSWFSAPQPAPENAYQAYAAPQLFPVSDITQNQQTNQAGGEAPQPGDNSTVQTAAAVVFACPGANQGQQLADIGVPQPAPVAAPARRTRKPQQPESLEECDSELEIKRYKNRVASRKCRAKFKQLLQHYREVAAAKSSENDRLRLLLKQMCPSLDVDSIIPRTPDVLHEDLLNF
PREPL inh = inhibits the human prolyl oligopeptidase-like enzyme | recombinant PREPL, fluorescence polarization activity-based probe | inhibition, % at 5.96 µM | 320,000 compounds, 0.68% hits | AID 2751; in the data active = inhibition above about 43%;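 also: 0% = enzyme with DMSO and 100% = wells lacking enzyme; many of its hits are not listed in these tables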
PAFAH1B3 inh = blocks human PAF acetylhydrolase 1B catalytic subunit 3. recombinant PAFAH1B3, FP-rhodamine probe, fluorescence polarization. inhibition, % at 3.39 µM. 340,000 compounds, 0.28% hits. AID 492972;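 active = inhibition above the screen-wide average of all tested compounds plus 3 SD, cut at about 25% in these data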;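 also: 0% = enzyme with DMSO only and 100% = wells lacking PAFAH1B3 protein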
Target sequence (Q15102 whole entry, looked up): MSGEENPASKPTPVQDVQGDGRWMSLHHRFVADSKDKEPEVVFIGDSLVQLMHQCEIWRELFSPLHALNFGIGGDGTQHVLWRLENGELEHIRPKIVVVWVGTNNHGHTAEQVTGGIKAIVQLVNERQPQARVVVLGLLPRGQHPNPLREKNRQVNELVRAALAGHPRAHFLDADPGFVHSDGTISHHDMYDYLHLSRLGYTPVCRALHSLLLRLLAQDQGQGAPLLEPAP
LYPLA1 inh = LYPLA1 (human) inhibition in PME1 counter-screen. O75608. recombinant LYPLA1, FP-Rh probe fluorescence polarization. inhibition, % at 5.9 µM. 320,000 compounds, 0.16% hits. AID 2174;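 active = inhibition above the mean of all tested compounds plus 3 SD, set per campaign, cut at about 14% in these data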;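 also: inhibitors block serine hydrolase probe labeling of LYPLA1 so polarization falls; 0% = enzyme with DMSO and 100% = wells lacking LYPLA1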
EBNA-1 inhibitor = blocks EBNA-1 binding to DNA; EBNA-1 DNA binding, fluorescence polarization; 300,000 compounds, 0.34% hits; inhibition, % at 14.8 µM; in the data active = inhibition above about 28%
LYPLA2 inh = LYPLA2 (human) inhibition in PME1 counter-screen | O95372 | recombinant LYPLA2, FP-Rh probe fluorescence polarization | inhibition, % at 5.9 µM | 320,000 compounds, 0.38% hits | AID 2177;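 active = inhibition above the screen-wide mean plus 3 SD, limit set per campaign, cut at about 26% in these data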;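 also: 0% = LYPLA2 with DMSO and 100% = wells lacking LYPLA2 enzyme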
Target sequence (O95372 whole entry, looked up): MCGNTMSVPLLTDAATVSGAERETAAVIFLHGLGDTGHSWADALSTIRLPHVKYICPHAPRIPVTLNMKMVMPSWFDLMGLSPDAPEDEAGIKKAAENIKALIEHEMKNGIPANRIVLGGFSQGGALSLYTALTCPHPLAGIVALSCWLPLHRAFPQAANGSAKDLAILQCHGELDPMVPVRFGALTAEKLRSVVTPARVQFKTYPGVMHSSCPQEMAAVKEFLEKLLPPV
PAFAH1B2 inh = PAFAH1B2 (human) inhibition | inhibition, % at 3.39 µM | 340,000 compounds, 1.2% hits | recombinant PAFAH1B2, FP-rhodamine activity probe, fluorescence polarization;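 active = inhibition above the mean of all tested compounds plus 3 SD, cut at about 24% in these data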;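 also: 0% = enzyme with DMSO and 100% = wells lacking PAFAH1B2; many of its hits are not listed in these tables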
Target sequence (P68402 whole entry, looked up): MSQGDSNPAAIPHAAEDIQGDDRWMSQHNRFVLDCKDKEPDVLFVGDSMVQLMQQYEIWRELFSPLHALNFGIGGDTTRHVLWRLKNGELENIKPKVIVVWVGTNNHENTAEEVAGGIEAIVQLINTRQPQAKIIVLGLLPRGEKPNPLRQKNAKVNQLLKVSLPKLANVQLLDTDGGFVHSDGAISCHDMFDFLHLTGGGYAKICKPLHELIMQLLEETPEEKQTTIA
PAFAH2 FP inh = inhibitors of human PAFAH2; Q99487; recombinant PAFAH2, FP-rhodamine activity probe, fluorescence polarization; inhibition, % at 3.39 µM; 340,000 compounds, 0.99% hits; AID 492956;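 active = inhibition above the mean over all tested compounds plus 3 SD, cut at about 30% in these data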;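 also: inhibitors block probe labeling of enzyme so polarization drops; 0% = enzyme with DMSO and 100% = wells lacking PAFAH2 protein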
pPAFAH FP inh = inhibitors of human plasma PAF acetylhydrolase (pPAFAH) | inhibition, % at 3.39 µM | 330,000 compounds, 1.5% hits | recombinant pPAFAH, FP-rhodamine probe fluorescence polarization | Q13093;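 active = inhibition above the mean inhibition across the screen plus 3 SD, cut at about 25% in these data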;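 also: inhibitors block binding of the rhodamine activity-based probe so polarization drops; 0% = enzyme with DMSO and 100% = wells lacking pPAFAH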
* marks the source's active call; other numbers are inactive results. Only part of the results is shown. The share of hits here may be higher or lower than overall.

How did Cc1cc2oc(=O)c3c(c2cc1OCc1nn[nH]n1)CCCC3 do in these assays?
ZTA counter: -3; PREPL inh: 3; PAFAH1B3 inh: 14; LYPLA1 inh: 2; EBNA-1 inhibitor: 4; LYPLA2 inh: 2; PAFAH1B2 inh: 4; PAFAH2 FP inh: 0; pPAFAH FP inh: 1

What do the screens show for `CCC(C)(C)n1nnnc1C(c1ccc(OC)c(OC)c1)N1CCN(c2ccccc2)CC1` (stereo unspecified)?
ZTA counter: 12; PREPL inh: -4; PAFAH1B3 inh: -1; LYPLA1 inh: 1; EBNA-1 inhibitor: 3; LYPLA2 inh: -3; PAFAH1B2 inh: -2; PAFAH2 FP inh: -1; pPAFAH FP inh: 5

Results for O=C(NCc1ccc(Cl)cc1)C1CCCCN1S(=O)(=O)c1ccccc1 (stereo unspecified) ?
ZTA counter: -9; PREPL inh: 14; PAFAH1B3 inh: 5; LYPLA1 inh: -1; EBNA-1 inhibitor: 2; LYPLA2 inh: 2; PAFAH1B2 inh: 5; PAFAH2 FP inh: -7; pPAFAH FP inh: 3

What do the screens show for `CC(=O)NC(Cc1ccc(F)c(F)c1)C(=O)NC1CCN(c2c(Cc3ccccc3)c(C)nc3ncnn23)CC1` (stereo unspecified)?
ZTA counter: 5; PREPL inh: 0; PAFAH1B3 inh: 1; LYPLA1 inh: 0; EBNA-1 inhibitor: -10; LYPLA2 inh: 4; PAFAH1B2 inh: 0; PAFAH2 FP inh: -3; pPAFAH FP inh: -3

How did CC(C)Oc1ccc(-c2cc(C(=O)NCCN3CCOCC3)c3ccccc3n2)cc1 do in these assays?
ZTA counter: -16; PREPL inh: 14; PAFAH1B3 inh: 10; LYPLA1 inh: -1; EBNA-1 inhibitor: -11; LYPLA2 inh: 2; PAFAH1B2 inh: -1; PAFAH2 FP inh: -1; pPAFAH FP inh: 0

What do the screens show for `CCCOP(=O)(OCCC)C(NC(=O)C(C)(C)C)c1ccccc1` (stereo unspecified)?
ZTA counter: -17; PREPL inh: -4; PAFAH1B3 inh: 6; LYPLA1 inh: 0; EBNA-1 inhibitor: 2; LYPLA2 inh: 2; PAFAH1B2 inh: 0; PAFAH2 FP inh: -8; pPAFAH FP inh: 2

How did COC(C)(C)c1cc(C(C)(C)C)nc(N)n1 do in these assays?
ZTA counter: 0; PREPL inh: 2; PAFAH1B3 inh: 0; LYPLA1 inh: 1; EBNA-1 inhibitor: 13; LYPLA2 inh: -1; PAFAH1B2 inh: 4; PAFAH2 FP inh: 3; pPAFAH FP inh: 2

How did COc1cc(-c2[nH]ncc2CN(C)Cc2nonc2C)cc(OC)c1OC do in these assays?
ZTA counter: 8; PREPL inh: 6; PAFAH1B3 inh: -3; LYPLA1 inh: 0; EBNA-1 inhibitor: 5; LYPLA2 inh: 0; PAFAH1B2 inh: 7; PAFAH2 FP inh: 1; pPAFAH FP inh: 5

Results for C#CCOCCOCCOCCNc1nc(N2CCN(C(=O)C([C@@H](C)O)n3cc([C@@H](N)CCCCN)nn3)CC2)nc(N2CCN(C(=O)[C@H](CCCN=C(N)N)n3cc(C(N)[C@@H](C)CC)nn3)CC2)n1 (stereo partly specified) ?
PREPL inh: 24; PAFAH1B3 inh: 9; PAFAH1B2 inh: 1; PAFAH2 FP inh: 1; pPAFAH FP inh: 2

What do the screens show for `COc1ccc(C2C(C(=O)C(C)(C)C)=C(O)C(=O)N2Cc2ccccc2)cc1` (stereo unspecified)?
ZTA counter: 3; PREPL inh: -9; PAFAH1B3 inh: -6; LYPLA1 inh: 0; EBNA-1 inhibitor: 3; LYPLA2 inh: -5; PAFAH1B2 inh: -7; PAFAH2 FP inh: 6; pPAFAH FP inh: 1

How did COCCCNC(=O)C[C@H]1C[C@H](C(=O)N2CCCCC2)[C@@]2(C)c3[nH]c4cc(-c5ccco5)ccc4c3CCN2C1=O do in these assays?
PAFAH1B3 inh: 2; PAFAH1B2 inh: 0; PAFAH2 FP inh: -2; pPAFAH FP inh: 6

How did CC(=O)c1cccc(NC(=O)C(C)OC(=O)c2ccc(Br)o2)c1 (stereo unspecified) do in these assays?
ZTA counter: 20; PREPL inh: 1; PAFAH1B3 inh: 8; LYPLA1 inh: 3; LYPLA2 inh: 0; PAFAH1B2 inh: 4; PAFAH2 FP inh: 2; pPAFAH FP inh: 1

What do the screens show for `COc1ccc(OCC(=O)Nc2ccccc2OC(F)F)cc1`?
ZTA counter: -6; PREPL inh: -3; PAFAH1B3 inh: 2; LYPLA1 inh: 1; EBNA-1 inhibitor: -4; LYPLA2 inh: 0; PAFAH1B2 inh: 4; PAFAH2 FP inh: -2; pPAFAH FP inh: 1

Results for Clc1cc2c(c(CSc3nc4ccccc4n4cccc34)c1)OCOC2 ?
ZTA counter: 2; PREPL inh: -3; PAFAH1B3 inh: 7; LYPLA1 inh: -1; EBNA-1 inhibitor: -16; LYPLA2 inh: -8; PAFAH1B2 inh: 4; PAFAH2 FP inh: -5; pPAFAH FP inh: 2

Results for N#CC(c1ccc(Cl)cc1)N1CCOCC1 (stereo unspecified) ?
ZTA counter: -4; PREPL inh: -5; PAFAH1B3 inh: 2; LYPLA1 inh: 9; EBNA-1 inhibitor: 9; LYPLA2 inh: 15; PAFAH1B2 inh: -1; PAFAH2 FP inh: 1; pPAFAH FP inh: -1

Results for CCOC(=O)c1cnc2ccc(C(=O)OC)cc2c1Nc1ccc(C(=O)O)cc1 ?
ZTA counter: 3; PREPL inh: -3; PAFAH1B3 inh: 9; LYPLA1 inh: -2; EBNA-1 inhibitor: 0; LYPLA2 inh: 1; PAFAH1B2 inh: 9; PAFAH2 FP inh: 3; pPAFAH FP inh: 3

Results for NC(=O)C1(N2CCCCC2)CCN(c2ccc3nnc(-c4ccccc4)n3n2)CC1 ?
ZTA counter: -19; PREPL inh: -13; PAFAH1B3 inh: 5; LYPLA1 inh: -2; EBNA-1 inhibitor: -9; LYPLA2 inh: -2; PAFAH1B2 inh: 6; PAFAH2 FP inh: 14; pPAFAH FP inh: -5

Results for CCC(=O)NC(NC(=S)Nc1ccccc1Br)C(Cl)(Cl)Cl (stereo unspecified) ?
ZTA counter: 6; PREPL inh: 3; PAFAH1B3 inh: 10; LYPLA1 inh: 0; EBNA-1 inhibitor: 4; LYPLA2 inh: -7; PAFAH1B2 inh: 4; PAFAH2 FP inh: -3; pPAFAH FP inh: 5

Results for Cn1cnc(S(=O)(=O)N2CCN(c3cccc(Cl)c3)CC2)c1 ?
ZTA counter: -9; PREPL inh: 1; PAFAH1B3 inh: 12; LYPLA1 inh: 0; EBNA-1 inhibitor: -21; LYPLA2 inh: -3; PAFAH1B2 inh: -5; PAFAH2 FP inh: 2; pPAFAH FP inh: -1

Results for COc1ccc2oc(C(=O)Nc3nc4ccccc4[nH]3)c(C)c2c1 ?
ZTA counter: 2; PREPL inh: 3; PAFAH1B3 inh: 3; LYPLA1 inh: -19; EBNA-1 inhibitor: 0; LYPLA2 inh: -26; PAFAH1B2 inh: 1; PAFAH2 FP inh: -4; pPAFAH FP inh: -1

Results for CCOc1ccc(NC(=O)COC(=O)CCCc2c[nH]c3ccccc23)cc1 ?
ZTA counter: -12; PREPL inh: 25; PAFAH1B3 inh: 11; LYPLA1 inh: 2; EBNA-1 inhibitor: -2; LYPLA2 inh: 16; PAFAH1B2 inh: 8; PAFAH2 FP inh: 7; pPAFAH FP inh: 11

What do the screens show for `CCOc1ccccc1C(=O)Nc1ccc(S(=O)(=O)Nc2cc(OC)nc(OC)n2)cc1`?
ZTA counter: 8; PREPL inh: 4; PAFAH1B3 inh: 9; LYPLA1 inh: -1; EBNA-1 inhibitor: 4; LYPLA2 inh: -2; PAFAH1B2 inh: 2; PAFAH2 FP inh: -3; pPAFAH FP inh: 1

What do the screens show for `Cc1nc(C)c(-c2csc(Nc3ccc(F)cc3)n2)s1`?
ZTA counter: -11; PREPL inh: 24; PAFAH1B3 inh: -2; LYPLA1 inh: 2; EBNA-1 inhibitor: 4; LYPLA2 inh: 4; PAFAH1B2 inh: -1; PAFAH2 FP inh: 3; pPAFAH FP inh: 11

What do the screens show for `Cc1nc(NC(=S)Nc2ccccc2)sc1C`?
ZTA counter: -10; PREPL inh: 11; PAFAH1B3 inh: 10; LYPLA1 inh: -2; EBNA-1 inhibitor: -5; LYPLA2 inh: 6; PAFAH1B2 inh: 5; PAFAH2 FP inh: 5; pPAFAH FP inh: -3

What do the screens show for `CN1C(=O)CSc2ccc(NC(=O)NCc3ccccc3)cc21`?
ZTA counter: -16; PREPL inh: 14; PAFAH1B3 inh: -5; LYPLA1 inh: -4; EBNA-1 inhibitor: 2; LYPLA2 inh: -6; PAFAH1B2 inh: -2; PAFAH2 FP inh: -1; pPAFAH FP inh: 8

What do the screens show for `COC(=O)c1cccc(Oc2nc3c(c(=O)n(C)c(=O)n3C)n2Cc2ccc(C)cc2)c1`?
ZTA counter: 0; PREPL inh: -2; PAFAH1B3 inh: 4; LYPLA1 inh: -1; EBNA-1 inhibitor: 0; LYPLA2 inh: 0; PAFAH1B2 inh: 2; PAFAH2 FP inh: 1; pPAFAH FP inh: -1

How did COc1ccccc1/C=C/C(=O)NNC(=O)c1cc(C)oc1C do in these assays?
ZTA counter: -8; PREPL inh: 11; PAFAH1B3 inh: 4; LYPLA1 inh: -2; EBNA-1 inhibitor: 8; LYPLA2 inh: 2; PAFAH1B2 inh: -2; PAFAH2 FP inh: 2; pPAFAH FP inh: 3

What do the screens show for `CCOC(=O)c1oc2c(c1C)/C(=N/O)CCC2`?
ZTA counter: 5; PREPL inh: 1; PAFAH1B3 inh: -5; LYPLA1 inh: 2; EBNA-1 inhibitor: 4; LYPLA2 inh: -2; PAFAH1B2 inh: 1; PAFAH2 FP inh: 5; pPAFAH FP inh: 0

Results for CCOC(=O)C1=C(Cn2ccc(C(F)(F)F)n2)NC(=O)NC1c1ccc2c(c1)OCO2 (stereo unspecified) ?
ZTA counter: 11; PREPL inh: -1; PAFAH1B3 inh: 4; LYPLA1 inh: -1; EBNA-1 inhibitor: 0; LYPLA2 inh: 4; PAFAH1B2 inh: 5; PAFAH2 FP inh: 5; pPAFAH FP inh: -4

How did Nc1cccc(C(=O)Nc2ccccc2Cl)c1 do in these assays?
ZTA counter: -3; PREPL inh: -8; PAFAH1B3 inh: 3; LYPLA1 inh: -1; EBNA-1 inhibitor: 10; LYPLA2 inh: 1; PAFAH1B2 inh: 2; PAFAH2 FP inh: -1; pPAFAH FP inh: 0

What do the screens show for `CC(Sc1nnc(-c2ccco2)n1N)C(=O)NC1CCCCC1C` (stereo unspecified)?
ZTA counter: 0; PREPL inh: 0; PAFAH1B3 inh: 3; LYPLA1 inh: 2; LYPLA2 inh: 8; PAFAH1B2 inh: 2; PAFAH2 FP inh: 0; pPAFAH FP inh: 1

What do the screens show for `Cc1ccccc1Nc1nnc(SCC2CCCCO2)s1` (stereo unspecified)?
ZTA counter: -19; PREPL inh: 4; PAFAH1B3 inh: 0; LYPLA1 inh: 1; EBNA-1 inhibitor: -7; LYPLA2 inh: -1; PAFAH1B2 inh: -3; PAFAH2 FP inh: 5; pPAFAH FP inh: 8

How did Cn1cnc(NCc2ccccc2)c1[N+](=O)[O-] do in these assays?
ZTA counter: 6; PREPL inh: -4; LYPLA1 inh: -5; EBNA-1 inhibitor: 3; LYPLA2 inh: 0; pPAFAH FP inh: 2
